High-throughput results as filed in PubChem BioAssay.
Cav3 T inh = inhibitors of human Cav3.2 T-type calcium channel; AID 449739; hit rate 4% among 100,000; B-score at 10 µM; Cav3.2-expressing cells, Fluo-4 calcium fluorescence FDSS; hits give low values; O95180;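 active = single-dose well whose peak fluorescence ratio is a statistical outlier from its plate by either plate-standardised score or position-corrected B-score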
Target sequence (O95180 whole entry, looked up): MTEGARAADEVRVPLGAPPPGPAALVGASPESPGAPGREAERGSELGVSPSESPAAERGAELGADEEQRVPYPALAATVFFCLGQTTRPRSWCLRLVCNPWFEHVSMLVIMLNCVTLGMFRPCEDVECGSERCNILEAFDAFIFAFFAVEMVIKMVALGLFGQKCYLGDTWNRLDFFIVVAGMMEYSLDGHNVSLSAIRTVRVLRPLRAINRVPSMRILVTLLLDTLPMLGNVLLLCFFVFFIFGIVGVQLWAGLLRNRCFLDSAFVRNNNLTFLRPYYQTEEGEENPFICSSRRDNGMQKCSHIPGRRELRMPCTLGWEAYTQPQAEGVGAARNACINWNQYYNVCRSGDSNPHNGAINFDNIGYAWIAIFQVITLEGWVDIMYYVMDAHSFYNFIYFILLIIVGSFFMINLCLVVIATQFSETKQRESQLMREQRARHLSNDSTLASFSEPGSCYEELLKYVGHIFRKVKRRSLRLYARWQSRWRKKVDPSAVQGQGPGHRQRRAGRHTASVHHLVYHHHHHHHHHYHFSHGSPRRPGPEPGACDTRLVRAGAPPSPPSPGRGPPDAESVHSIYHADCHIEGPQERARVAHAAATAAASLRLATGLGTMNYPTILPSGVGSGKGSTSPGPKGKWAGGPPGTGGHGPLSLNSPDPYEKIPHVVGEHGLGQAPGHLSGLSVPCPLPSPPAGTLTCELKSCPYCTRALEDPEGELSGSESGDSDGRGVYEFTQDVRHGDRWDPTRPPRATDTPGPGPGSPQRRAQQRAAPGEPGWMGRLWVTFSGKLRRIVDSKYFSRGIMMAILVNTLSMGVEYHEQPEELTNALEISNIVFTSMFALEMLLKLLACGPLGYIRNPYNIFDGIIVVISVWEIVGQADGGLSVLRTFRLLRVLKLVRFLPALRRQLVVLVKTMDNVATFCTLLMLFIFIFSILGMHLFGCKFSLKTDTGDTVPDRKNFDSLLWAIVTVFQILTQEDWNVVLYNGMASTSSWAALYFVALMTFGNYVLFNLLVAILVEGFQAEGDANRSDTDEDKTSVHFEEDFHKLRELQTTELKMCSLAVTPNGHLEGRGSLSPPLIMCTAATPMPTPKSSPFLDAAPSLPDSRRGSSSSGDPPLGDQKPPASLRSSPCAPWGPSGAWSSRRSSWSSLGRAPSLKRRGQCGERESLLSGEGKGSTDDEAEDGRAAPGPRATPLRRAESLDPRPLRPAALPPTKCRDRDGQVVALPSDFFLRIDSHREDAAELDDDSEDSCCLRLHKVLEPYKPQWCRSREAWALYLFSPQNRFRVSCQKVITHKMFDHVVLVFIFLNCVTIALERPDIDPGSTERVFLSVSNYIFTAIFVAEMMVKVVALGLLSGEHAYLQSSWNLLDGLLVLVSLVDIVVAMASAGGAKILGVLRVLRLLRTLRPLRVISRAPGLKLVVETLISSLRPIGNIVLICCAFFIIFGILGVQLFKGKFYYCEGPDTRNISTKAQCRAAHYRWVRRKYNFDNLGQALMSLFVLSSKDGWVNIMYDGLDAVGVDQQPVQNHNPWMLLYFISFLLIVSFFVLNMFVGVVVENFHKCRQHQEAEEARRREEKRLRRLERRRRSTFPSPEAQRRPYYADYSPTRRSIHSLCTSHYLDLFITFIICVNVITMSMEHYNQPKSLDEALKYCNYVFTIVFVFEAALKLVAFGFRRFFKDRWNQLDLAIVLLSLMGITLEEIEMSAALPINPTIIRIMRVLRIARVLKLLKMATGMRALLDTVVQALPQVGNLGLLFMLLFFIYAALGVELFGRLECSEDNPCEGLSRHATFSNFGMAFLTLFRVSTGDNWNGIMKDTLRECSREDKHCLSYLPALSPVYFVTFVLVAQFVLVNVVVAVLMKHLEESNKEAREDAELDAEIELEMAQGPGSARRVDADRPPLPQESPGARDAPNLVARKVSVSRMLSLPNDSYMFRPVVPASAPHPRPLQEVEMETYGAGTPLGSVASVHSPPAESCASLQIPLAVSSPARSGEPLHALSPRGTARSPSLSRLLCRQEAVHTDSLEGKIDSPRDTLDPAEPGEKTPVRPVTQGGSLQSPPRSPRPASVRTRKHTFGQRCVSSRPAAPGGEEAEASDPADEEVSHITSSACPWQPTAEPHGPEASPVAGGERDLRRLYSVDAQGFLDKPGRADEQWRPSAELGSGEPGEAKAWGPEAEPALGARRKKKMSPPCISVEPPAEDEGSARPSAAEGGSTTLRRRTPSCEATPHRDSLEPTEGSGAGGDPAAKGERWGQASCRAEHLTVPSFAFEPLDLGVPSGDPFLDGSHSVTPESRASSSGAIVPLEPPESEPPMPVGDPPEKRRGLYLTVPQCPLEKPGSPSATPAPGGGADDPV
Numbers without * were called inactive. The list is partial; rates above refer to the full screens.

SMILES | Cav3 T inh
CC(CN1CCOCC1)OC(=O)C(c1ccccc1)c1ccccc1 (configuration not stated) | -0.57
O=C(/C=C/c1ccc(Cl)cc1)N1CCN(c2ncccn2)CC1 | -0.23
COc1ccc(C2C(C(=O)NCc3cccnc3)c3ccccc3C(=O)N2C)cc1OC (configuration not stated) | -0.044
O=C(OC1CCOC1=O)c1cc(-c2ccc(Br)cc2)nc2ccccc12 (configuration not stated) | 0.53
CCCc1cc(=O)[nH]c(SCc2cc(Cl)ccc2OC(F)F)n1 | -2.5
CCOC(=O)c1sc2ccc(S(=O)(=O)N3CCOCC3)cc2c1N | -0.57
CC(C)Oc1cc(NC(=O)CS(=O)CC(=O)Nc2cccc(C(F)(F)F)c2)c(Cl)cc1Cl (configuration not stated) | -3.8*
COc1cc2cc(C)c(SCC(=O)N3CCOCC3)nc2cc1OC | 1.1
Nc1nc(SCc2ccc3c(c2)OCCO3)n[nH]1 | 1.2
Cc1ccccc1-c1noc(CCC(=O)NCC2CCCO2)n1 (configuration not stated) | 0.83
OCCN1CCN(CCOc2cccc(Cl)c2)CC1 | -0.11
COc1ccc2c(c1)SC(C)CC2=O (configuration not stated) | -0.014
Cc1cc(C)nc(SCC(=O)Nn2cnnc2)n1 | 1.7
O=C(O)c1cccc(NC(=O)c2cccc(S(=O)(=O)N3CCCCC3)c2)c1 | 0.73
CCNCc1cc(Br)c(OCC(=O)Nc2ccccc2)c(OC)c1 | -0.036
Cc1cc(N2CCN(c3ccccn3)CC2)n2cc(-c3ccccc3)nc2n1 | 1.4
c1cnc(N2CCN(Cc3ccc4c(c3)OCO4)CC2)nc1 | 0.15
CC(=O)NCCOc1ccc(C(=O)O)cc1 | -0.39
CCC(=O)N1c2ccc(S(=O)(=O)CCC(=O)N3CCN(c4ccccc4)CC3)cc2CC1C (configuration not stated) | 1.4
C=CCCC(=O)Nc1nc(C)c(-c2csc(Nc3cc(OC)ccc3OC)n2)s1 | -0.028
CCCc1nc(-c2ccccc2O)n(-c2ccccc2)n1 | -1.1
COc1cc2c(cc1OC)C(C(=O)O)C(c1ccc(C)o1)N(C)C2=O (configuration not stated) | 0.65
Cc1ccc(OCC(O)CNS(=O)(=O)c2ccccc2C(=O)N2CCCCC2)cc1 (configuration not stated) | -1.4
Cc1ccc(-c2csc(=S)n2CC(=O)OCC(=O)NCc2ccc(F)cc2)cc1 | -2.7
COc1ccc(-c2nc3ccccc3n2Cc2ccc(C)cc2)cc1 | -3.5
CCCC1C2CN(C(C)=O)CC=C2C(C#N)=C(N)C1(C#N)C#N (configuration not stated) | 2.3
COc1cc(-c2nn3c(-c4cccnc4)nnc3s2)cc(OC)c1OC | 0.86
O=C(Nc1nnc(COc2ccc(F)cc2)s1)c1cccs1 | 0.26
FC(F)Sc1ccc(NC(=S)NC2CCCCC2)cc1 | 1.3
S=C1NC(c2ccccc2)N2C(=S)NC(c3ccccc3)N12 (configuration not stated) | -1.3
O=C(c1ccco1)N1CCN(C(c2ccccc2Cl)c2nnnn2Cc2cccs2)CC1 (configuration not stated) | -0.16
Cc1nn(-c2ccccc2)c2sc(C(=O)OCC(=O)N3CCCCC3)cc12 | 0.29
CCN(CC)S(=O)(=O)c1ccc(-c2nnc(SCC(=O)N3CCOCC3)o2)cc1 | -1.1
CCc1nc(SCc2cc(Cl)ccc2OC)n[nH]1 | -0.37
Nc1ccc2c(c1)COc1ccccc1O2 | 0.13
COc1ccc(S(=O)(=O)N(CC(=O)O)Cc2ccccc2)cc1OC | 0.76

Looked up above.
COc1ccc(S(=O)(=O)N(CC(=O)O)Cc2ccccc2)cc1OC in Cav3 T inh reads 0.76
O=C(Nc1nnc(COc2ccc(F)cc2)s1)c1cccs1 in Cav3 T inh reads 0.26
S=C1NC(c2ccccc2)N2C(=S)NC(c3ccccc3)N12 (configuration not stated) in Cav3 T inh reads -1.3

Next part:
SMILES | Cav3 T inh
Cc1cccc(C)c1NC(=O)c1sccc1SCc1cccc(C(F)(F)F)c1 | -3
Cc1ccc(C2C(C(=O)c3cccs3)=C(O)C(=O)N2CCN2CCOCC2)o1 (configuration not stated) | -0.0056
Cc1ccc(C(=O)Nc2nnc(C)s2)o1 | 0.58
O=C(Nc1ccc(Cl)cn1)c1cccc(S(=O)(=O)N2CCOCC2)c1 | 0.58
CC(Oc1ccc(Cl)cc1Cl)C(=O)NC1=NN(c2ccccc2)C(=O)C1 (configuration not stated) | -0.66
CCc1ccc(CCC(=O)Nc2ccccc2C(=O)O)o1 | 1.9
O=C(CSCc1ccc([N+](=O)[O-])cc1)NN=C1CCCCCC1 | 1.2
Cc1ccc(C(=O)Oc2ccc(C(=O)COC(=O)C3CC(=O)N(Cc4ccco4)C3)cc2)cc1 (configuration not stated) | 0.21
O=C(Nc1nc(-c2ccccc2)cs1)c1cccnc1 | 0.72
COc1c2c(cc3oc(=O)ccc13)OC(C)(C)C=C2 | 0.34
COc1ccc(NC(=O)c2cc(OC)c(OC)cc2OC)c(S(=O)(=O)N2CCOCC2)c1 | 0.82
CCOc1ccccc1NC(=O)CN(c1nccs1)S(=O)(=O)c1ccc(N)cc1 | 0.31

Four entries from above, arranged by their value in Cav3 T inh, lowest first.
Compound | Cav3 T inh
CC(Oc1ccc(Cl)cc1Cl)C(=O)NC1=NN(c2ccccc2)C(=O)C1 (configuration not stated) | -0.66
COc1ccc2c(c1)SC(C)CC2=O (configuration not stated) | -0.014
Cc1ccc(C(=O)Oc2ccc(C(=O)COC(=O)C3CC(=O)N(Cc4ccco4)C3)cc2)cc1 (configuration not stated) | 0.21
Cc1ccc(C(=O)Nc2nnc(C)s2)o1 | 0.58

Other structures follow:
SMILES | Cav3 T inh
CC(NCc1ccco1)C(=O)N1CCc2ccccc2C1 (configuration not stated) | -0.031
CCC(C)/C=C/C1=CC2=C(Cl)C(=O)C3(C)OC(=O)C(C(=O)C(C)C(C)O)C3C2=CO1 (configuration not stated) | -0.018
CCn1c(SCC(=O)NCc2ccco2)nc2c(c1=O)SC(C)C2 (configuration not stated) | -0.047
COc1c(F)c(F)c(C(=O)Nc2ccc3oc(-c4ccncc4)nc3c2)c(F)c1F | -0.33
Cc1ccc(S(=O)(=O)N2CCOCC2)cc1C(=O)NCc1cn2ccsc2n1 | -0.2
Cc1ccc2nc(C(F)OC(F)(F)F)[nH]c2c1 (configuration not stated) | 1.2
CC(=O)NS(=O)(=O)c1ccc(NC(=O)c2ccccc2F)cc1 | -2.7
O=C(NCc1ccco1)c1ccc(Br)s1 | 0.056
Nn1c(SCC(=O)Nc2ccc(F)cc2)nnc1C1CCCCC1 | 0.97
Cc1ccc(Nc2nc(OC(C(F)(F)F)C(F)(F)F)nc(N3CCOCC3)n2)cc1 | -0.25
N#CCC(=O)Nc1sc2c(c1C(N)=O)CCCC2 | 0.97
O=C(NCc1cccc(Cl)c1)c1ccc2c(c1)OCO2 | -3.1
COc1ccccc1CNC(=O)c1ccc(OCc2c(C)noc2C)c(OC)c1 | 0.22
COC(=O)c1c(C)cc(OC(C)=O)c(C)c1OC(C)=O | 1.1
CC(C)C(=O)NC(=S)Nc1ccc(S(=O)(=O)N(C)Cc2ccccc2)cc1 | -5.7*
CCc1nc(N2CCCC(C)C2)c2oc3ccccc3c2n1 (configuration not stated) | -3.3
CCOc1cc(C(=S)N2CCOCC2)ccc1OC | -0.076
O=C(N1CCCC1)n1c(Cc2ccccc2)nc2ccccc21 | -0.042
Cc1[nH]n(-c2ccc(Cl)cc2)c(=O)c1/C=N/n1c(C)nc2ccccc2c1=O | -2.6
CS(=O)(=O)N1N=C(c2ccccc2)CC1c1cccs1 (configuration not stated) | 0.91
COc1ccc(OC)c(N=c2ssnc2Cl)c1 | -1
c1nc(NCC2(N3CCOCC3)CCCCC2)c2ccsc2n1 | -0.29
COc1ccc(C(=O)c2ccccc2)c2c(O)ccc(C(=O)c3ccccc3)c12 | -1.1
CC(C)(C)C1CCC2(CC1)SCC(=O)N2c1ccccc1 (configuration not stated) | -2.2
CN(/N=C/c1cccnc1)c1cnn(-c2ccc(F)c(Cl)c2)c(=O)c1Cl | 0.023
Cn1cnnc1SCc1nc(N)nc(Nc2ccccc2)n1 | 0.4
CCOC(=O)c1ccccc1NC(=O)CSc1nnc(COc2ccccc2)n1CC | -5.7*
c1ccc(C2CC(c3cccs3)n3nnnc3N2)cc1 (configuration not stated) | 0.42
COC(=O)C1CSc2[nH]c(=O)sc2C1c1ccccc1 (configuration not stated) | 0.59
O=C(/C=C/c1cc([N+](=O)[O-])ccc1OC(F)F)NCc1ccc(F)cc1 | -6.1*
CN=C(c1ccco1)n1c(=S)nc(-c2ccco2)n(C)c1=S | 0.048
Cc1cc(/C=C(\C#N)C(=O)Nc2ccc(F)cc2)c(C)n1-c1ccc(N2CCOCC2)c([N+](=O)[O-])c1 | -0.47
CCOc1ccccc1/C=N/Nc1ccccc1[N+](=O)[O-] | -0.031
Cc1cc(O)c(C(C)C)cc1NS(=O)(=O)c1ccccc1 | -2.3
Cc1cccc(C)c1NC(=O)C(NC=O)c1ccccc1Cl (configuration not stated) | -0.13
CS(=O)(=O)N1CCN(C(=O)Cc2cccs2)CC1 | 1.3
COC(=O)c1cc(COc2ccc3oc(C)c(C(=O)OC)c3c2)c(C)o1 | -1.1
COc1ccc2[nH]c(=O)c(CN(Cc3cccs3)Cc3nnnn3C(C)(C)C)cc2c1 | -3
Cc1ccc(NC(=O)c2noc3c2CC(C(C)(C)C)CC3)cc1 (configuration not stated) | -0.069
Cc1cc(NC(=O)CC2CCCC2)n(-c2nc3ccccc3[nH]2)n1 | -1.8
c1ccc(-c2nn3c(C4CCCCC4)nnc3s2)cc1 | -1.1
O=C(NCc1ccccc1)c1ccc(CS(=O)(=O)c2ccccc2)o1 | -0.097
O=c1c(F)cn(C2CCCO2)c(=O)n1Cc1ccccc1Cl (configuration not stated) | 0.22
C=CCNC(=O)c1onc(CSc2cccc(OCC)c2)c1C(=O)O | 0.32
Cc1cc(/N=C/C=C2\N(C)c3ccccc3C2(C)C)n(CCC#N)n1 | 0.071
O=C(COc1ccc(S(=O)(=O)N2CCCC2)cc1Cl)N1CCN(c2ccccc2)CC1 | -2.5
COc1cc2c(cc1OC)C(c1ccsc1)CC(=O)N2 (configuration not stated) | 0.12
CSc1nc(N)nc(SCC(=O)Nc2ccc(Cl)cc2)c1C#N | -0.026

5 compounds already listed, ordered by molar mass, lowest first:
SMILES | Cav3 T inh
c1ccc(-c2nn3c(C4CCCCC4)nnc3s2)cc1 | -1.1
Cc1cc(/N=C/C=C2\N(C)c3ccccc3C2(C)C)n(CCC#N)n1 | 0.071
COC(=O)c1cc(COc2ccc3oc(C)c(C(=O)OC)c3c2)c(C)o1 | -1.1
C=CCNC(=O)c1onc(CSc2cccc(OCC)c2)c1C(=O)O | 0.32
CSc1nc(N)nc(SCC(=O)Nc2ccc(Cl)cc2)c1C#N | -0.026

Next part.
SMILES | Cav3 T inh
COc1ccc(-c2n[nH]c(C)c2-c2cnn(-c3ccccc3)c2)c(O)c1 | -2.1
CCCCN1CC(COc2ccccc2)OC1=O (configuration not stated) | 0.51
CCCSc1nnc(Cn2c(=O)sc3ccccc32)n1-c1ccccc1 | -1
O=C(c1ccco1)N1CCN(C(c2coc3ccc(Cl)cc3c2=O)c2nnnn2C2CCCC2)CC1 (configuration not stated) | 0.31
COc1ccc(CCNC(=O)CSc2cc(=O)[nH]c(N)n2)cc1OC | 0.63
COc1ccc(/C=C/C(=O)NCC(=O)N/N=C/c2cc(Br)ccc2OC)cc1 | -0.42
COc1ccccc1NC(=O)CCC(=O)Nc1ccccc1OC | 0.73
CCCN(CCC)c1nc(N)c(C#N)c(CC#N)c1C#N | 0.9
N#CC1=C(N)NC(SCC(=O)c2ccc(Cl)cc2)=C(C#N)C12CCCC2 | -1.9
C=C1CCN([C@@H](Cc2ccccc2)C(=O)NCc2ccc(Cl)c(Cl)c2)S(=O)(=O)c2ccccc21 | -0.96
CSc1nc2n(n1)C(c1cccc(F)c1)C(C(=O)Nc1ccc(C)cc1C)=C(C)N2 (configuration not stated) | 0.36
COCCN1C(=O)C(=O)/C(=C(/O)c2ccc(OC(C)C)cc2)C1c1cccnc1 (configuration not stated) | -0.073

Cav3 T inh, entries above that show a hit
SMILES | Cav3 T inh
CC(C)Oc1cc(NC(=O)CS(=O)CC(=O)Nc2cccc(C(F)(F)F)c2)c(Cl)cc1Cl (configuration not stated) | -3.8*
CC(C)C(=O)NC(=S)Nc1ccc(S(=O)(=O)N(C)Cc2ccccc2)cc1 | -5.7*
CCOC(=O)c1ccccc1NC(=O)CSc1nnc(COc2ccccc2)n1CC | -5.7*
O=C(/C=C/c1cc([N+](=O)[O-])ccc1OC(F)F)NCc1ccc(F)cc1 | -6.1*

More structures:
SMILES | Cav3 T inh
CCOc1ccc(C2c3c(oc4ccccc4c3=O)C(=O)N2CCCN2CCOCC2)cc1 (configuration not stated) | 2
Cc1c(NC(=O)/C=C/C(=O)O)cccc1[N+](=O)[O-] | -0.018
Cc1cc2cc(CN(Cc3ccc4c(c3)OCO4)C(=O)c3ccco3)c(=O)[nH]c2cc1C | -6.3*
CCN(CC)CCC(c1cc(OC)c(OC)c(OC)c1)c1c(OC)cc(OC)c2c(-c3ccccc3)cc(=O)oc12 (configuration not stated) | -1.5
COc1nc(-c2ccccc2Cl)ccc1C#N | -1.6
CCOC(=O)COc1nc(C)c(Br)c(OC)n1 | 0.25
CCCNc1nc(C)cc(-c2cc(-c3ccc(Cl)cc3)on2)n1 | -0.18
COc1cc2c(cc1OC)-c1nnnn1C(C)(C)C2 | 0.54
CN(C)S(=O)(=O)c1ccc(C(=O)Nc2cccnc2)cc1 | 0.11
Cc1nnc(SCc2cccc(Oc3ccccc3)c2)n1N | 0.89
CCOC(=O)N1CCC(NC(=O)C2CCCCN2S(=O)(=O)c2ccc(F)cc2)CC1 (configuration not stated) | 0.86
CCOC(=O)Cc1c(C)nc2cc(-c3ccc(C(C)(C)C)cc3)[nH]n2c1=O | 0.029
Brc1ccc(OCCOCCN2CCOCC2)cc1 | 0.11
Nn1c(Cc2cccc3ccccc23)nnc1SCC(=O)NC1CCS(=O)(=O)C1 (configuration not stated) | -0.44
COc1ccc(-c2oc(NC(=O)CSc3nncn3C)c(C#N)c2-c2ccc(OC)cc2)cc1 | 0.46
Cc1ccc(NC(=O)CSc2nnc(-c3ccncc3)n2C)cc1C | 1.5
